Mito fusion yeast – qHTS Assay for Small Molecule Inhibitors of Mitochondrial Division or Activators of Mitochondrial Fusion. S. cerevisiae fusion-defective mutant growth rescue, CellTiterGlo 48 h. Potency, µM (series often up to 46.1 µM), for the others: at the top dose growth rescue (activation), hits mostly activators. hit rate 0.23% among 320,000. AID 485298, 2010;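 note: potency is the fitted concentration of half-maximal effect; % of control where 0% means no effect; nearly all actives have a fitted effect of over 45% in size; temperature-sensitive fusion mutants such as fzo1-1 at 37 °C on non-fermentable ethanol glycerol medium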
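Read-out: ATP-based luminescence (CellTiterGlo, 10 min ambient) reporting growth of fusion-defective ts yeast after 48 hours at 37C on glycerol/ethanol YPEG medium in the presence of compound.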
uPA surface inh – qHTS for Inhibitors of Cell Surface uPA Generation; cell surface uPA generation assay, qHTS; Potency, µM (titrated, usually from 38.3 µM), inactives show at the top dose activity change, negative = inhibition, most hits filed as inhibitors; hit rate 0.31% among 330,000; AID 540303, 2011; active = well fitted inhibition curve with a large enough effect; inconclusive = small, poorly fitted or top-dose-only effect; inactive = no such curve, though single readings can be large or run the other way; tested in mouse RAW 264.7 cells; note: potency is the fitted concentration of half-maximal effect; % is set by controls: 0 for no effect and ±100 for the full control effect; nearly all actives have a fitted effect of over 55% in size
USP2a block – qHTS Assay for Inhibitors of Ubiquitin-specific Protease USP2a Using CHOP2 as the Reporter; AID 463254, 2010; Ubiquitin carboxyl-terminal hydrolase 2 (Homo sapiens), O75604; USP2 core, Ub-CHOP2 coupled fluorogenic reporter, 485/531; Potency, µM (doses to about 38.3 µM), inactives show at the top dose activity change, negative = inhibition, most hits filed as inhibitors; hit rate 0.01% among 330,000;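 note: potency is the fitted concentration of half-maximal effect; plate controls were DMSO wells for no effect and full inhibition by NEM control for full effect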
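Deubiquitinase activity read as fluorescence (485/531 nm) after Ub-CHOP2 cleavage activates the enterokinase reporter on its substrate; USP2 core 10nM, Ub-CHOP2 and substrate 25nM each, 30min compound preincubation then 60min RT; data normalized to NEM, curves fitted.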
Tb PFK block – qHTS Assay to Find Inhibitors of T. brucei phosphofructokinase. Potency, µM (highest dose often 57.5 µM), for inactives: top-dose activity, negative = inhibition, hits mostly inhibitors. T. brucei PFK, ADP-Glo luminescence. hit rate 0.17% among 330,000. ATP-dependent 6-phosphofructokinase (Trypanosoma brucei brucei), O15648;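 note: potency is the fitted concentration of half-maximal effect; 0% = uninhibited 1x PFK enzyme wells and -100% = no-enzyme wells; nearly all actives have a fitted effect of over 60% in size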
Target sequence (O15648 whole entry, looked up): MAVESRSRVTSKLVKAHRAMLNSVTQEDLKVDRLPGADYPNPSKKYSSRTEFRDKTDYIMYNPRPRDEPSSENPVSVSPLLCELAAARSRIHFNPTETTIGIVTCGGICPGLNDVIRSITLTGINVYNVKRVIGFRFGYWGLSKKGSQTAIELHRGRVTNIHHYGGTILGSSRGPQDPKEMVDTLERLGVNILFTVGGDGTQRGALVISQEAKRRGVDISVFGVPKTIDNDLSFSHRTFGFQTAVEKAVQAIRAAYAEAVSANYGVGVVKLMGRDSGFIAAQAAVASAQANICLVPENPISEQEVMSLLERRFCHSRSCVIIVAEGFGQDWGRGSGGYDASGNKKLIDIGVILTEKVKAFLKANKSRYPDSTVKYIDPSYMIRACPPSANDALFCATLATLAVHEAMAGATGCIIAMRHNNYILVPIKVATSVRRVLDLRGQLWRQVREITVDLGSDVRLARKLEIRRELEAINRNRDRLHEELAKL
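Luminescent ADP detection (ADP-Glo, two-step: ATP depletion then ADP-to-ATP conversion for luciferase) reported PFK activity after 45 min room-temperature reaction of 1.25 nM enzyme with 0.5 mM F6P and 0.1 mM ATP at pH 8.0.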
B2AR arrestin – qHTS assay of beta-arrestin-biased ligands of beta2-adrenergic receptor | Beta-2 adrenergic receptor (Homo sapiens), P07550 | beta-arrestin recruitment to beta2AR, cell-based reporter | Potency, µM (top dose mostly 46.1 µM), for the others: at the top dose activation, actives largely listed as activators | hit rate 0.02% among 330,000;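 note: potency is the fitted concentration of half-maximal effect; 0% = DMSO controls and full agonism = EC100 isoproterenol or metaproterenol; nearly all actives have a fitted effect of over 65% in size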
TSG101-PTAP inh – qHTS Assay for Iinhibitors of HIV-1 Budding by Blocking the Interaction of PTAP/TSG101 | 340,000 tested, under 10 active | Potency, µM (highest dose often 115 µM), without a hit: top-dose activity change, negative = inhibition, actives largely listed as inhibitors | Fluorescence polarization, FITC-PTAP peptide / Tsg101 binding; active = well fitted inhibition curve with a large enough effect in the main read-out, with a control signal flat, not every such curve was filed as active; inconclusive = small, poorly fitted or top-dose-only effect, or effect the other way, or a change in a side signal; inactive = no such curve, though single readings can be large or run the other way; note: potency is the fitted concentration of half-maximal effect; % of control where 0% means no effect
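Steps: Tsg101 binding domain dispensed (10 uM final), compounds pinned in DMSO, FITC-labeled PTAP-motif peptide added (50 nM final); after 20 min binding at room temperature, polarization measured.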
BCR signal inh – qHTS Assay to Find Inhibitors of Chronic Active B-Cell Receptor Signaling; ABC-DLBCL IkBa-CBG/CBR reporter, luminescence ratio, 4 h; Potency, µM (titrated, usually from 46.1 µM), inactives show at the top dose ratio change, negative = lower green/red ratio, most hits filed as inhibitors; hit rate 0.05% among 340,000; active = well fitted inhibition curve with a large enough effect in the signal ratio, with a control signal flat, not every such curve was filed as active; inconclusive = small, poorly fitted or top-dose-only effect, or effect the other way, or a change in a side signal; the % refers to the signal ratio;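 note: potency is the fitted concentration of half-maximal effect; plate controls were basal doxycycline-induced cells for no effect and cells given 10 µM MG132 for full effect; MG132 reads +100%, hits lower the ratio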
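Concentration-response series (up to 46 uM) were applied to TMD8 dual-reporter cells for 4 h at 37C with doxycycline. Green/red ratio, after filter-overlap correction, defined %Activity; red signal alone was normalised to basal cells and zero luminescence.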
TSHR antag – Antagonists of the Thyroid Stimulating Hormone Receptor: HTS campaign; TSHR-expressing cells, TSH-stimulated cAMP HTRF, 2 h; stronger effect = lower value; activity change, negative = inhibition, % at 11.5 µM; hit rate 0.2% among 330,000;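 active = activity change below a set negative limit, meaning inhibition stronger than a set level, cut at about -70% in these data; inconclusive = activity change between two set negative limits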; note: % is set by controls: 0 for no effect and ±100 for the full control effect
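Cell-based HTRF cAMP assay; TSHR cells + compound, TSH EC80 (4nM final), 2 h, 37 deg C. Lysis with anti-cAMP cryptate and cAMP-d2, 30 min RT, read 665/620 nm.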
TCR activator – Activators of T cell receptors: qHTS campaign | primary human leukocytes, anti-CD3, IL-2 HTRF, 48 h | Potency, µM (top dose mostly 9.22 µM), without a hit: top-dose activation of IL-2 secretion, most hits filed as activators | 330,000 tested, under 10 active | AID 504894, 2011; note: % of control where 0% means no effect
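IL-2 release read by HTRF sandwich (Eu cryptate donor, d2 acceptor, 665 nm emission) after 48 hr exposure of primary human leukocytes to compound together with anti-CD3 beads in the absence of co-stimulatory signals.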
ELG1 DNA repair – qHTS screen for small molecules that inhibit ELG1-dependent DNA repair in human embryonic kidney (HEK293T) cells expressing luciferase-tagged ELG1; HEK293T ELG1-luciferase reporter, luminescence, 16 h; DNA damage induced by 5-fluorouridine; Potency, µM (series often up to 46.1 µM), for inactives: at the top dose activity change, negative = inhibition, usual class: inhibitors; hit rate 2.3% among 330,000; note: potency is the fitted concentration of half-maximal effect; % is set by controls: 0 for no effect and ±100 for the full control effect; nearly all actives have a fitted effect of over 55% in size
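Quantitative HTS, concentration-response format. 2,000 cells/well co-treated with 5-fluorouridine and compound, 16 hr in 5% CO2 at 37 °C; ONE-Glo luminescence read after 30 min.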
Eya2 inh – qHTS Assay for Inhibitors of the Phosphatase Activity of Eya2; Protein phosphatase EYA2 (Homo sapiens), O00167; recombinant Eya2, OMFP fluorescence dephosphorylation (OMFP is methylfluorescein phosphate); Potency, µM (highest dose often 76.9 µM), for the others: at the highest dose activity, negative = inhibition, actives largely listed as inhibitors; hit rate 0.006% among 330,000; note: potency is the fitted concentration of half-maximal effect; % is set by controls: 0 for no effect and ±100 for the full control effect
Target sequence (O00167 whole entry, looked up): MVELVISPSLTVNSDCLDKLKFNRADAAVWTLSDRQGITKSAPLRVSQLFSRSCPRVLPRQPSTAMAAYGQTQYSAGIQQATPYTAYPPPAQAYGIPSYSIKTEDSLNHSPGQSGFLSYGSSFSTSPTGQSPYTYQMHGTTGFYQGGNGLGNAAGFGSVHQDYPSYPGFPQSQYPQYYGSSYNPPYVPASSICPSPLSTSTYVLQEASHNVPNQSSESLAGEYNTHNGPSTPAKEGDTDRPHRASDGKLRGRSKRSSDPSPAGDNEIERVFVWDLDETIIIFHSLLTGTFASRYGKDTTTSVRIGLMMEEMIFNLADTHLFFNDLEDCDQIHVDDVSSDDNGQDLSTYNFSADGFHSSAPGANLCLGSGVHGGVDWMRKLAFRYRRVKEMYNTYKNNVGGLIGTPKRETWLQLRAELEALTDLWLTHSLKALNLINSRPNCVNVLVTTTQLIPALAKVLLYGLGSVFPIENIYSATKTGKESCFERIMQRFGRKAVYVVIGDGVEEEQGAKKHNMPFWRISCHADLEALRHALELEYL
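Eya2 (0.2 uM) preincubated 10 min at ambient with compound, then OMFP substrate added at 50 uM; 10 min reaction in 50 mM HEPES pH 7.5, 50 mM NaCl, 5 uM MgCl2, 0.05% BSA, 1 mM DTT. Fluorescence read at Ex 485/Em 525 nm.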
* = called active by the depositor; ? = inconclusive; · = not tested or not shown; & = joins results of further samples; [ ] = remark or other dose. Unless noted, calls come from the whole dose curve; as a rule, active = well fitted curve in the direction sought with a large enough effect; inconclusive = small, poorly fitted or top-dose-only effect, or another doubt; inactive = no such curve, though single readings can be large; an effect the other way counts as inactive or inconclusive. Outcome played no part in choosing rows; about 3% have a hit in one of these screens.

entry	SMILES	Mito fusion yeast	uPA surface inh	USP2a block	Tb PFK block	B2AR arrestin	TSG101-PTAP inh	BCR signal inh	TSHR antag	TCR activator	ELG1 DNA repair	Eya2 inh
1	CN1CCC(=O)N(CCSc2ccccc2)CC1	1%	1%	1%	1%	0.9%	0%	-10%	44	1%	?	13%
2	C#Cc1cccc(NC(=O)CSc2nnc(-c3ccc(C(F)(F)F)cn3)o2)c1	-8%	-10%	-3%	2%	-0.3%	0%	-5%	-10	-1%	?	20%
3	CCSC1=N/C(=C\c2ccc(-c3ccccc3[N+](=O)[O-])o2)C(=O)S1	-1%	0%	-1%	15%	-0.5%	-6%	13%	-8	-4%	3%	9%
4	O=C1CC(c2ccc(O)c(O)c2)Oc2cc(O)cc(O)c21 (configuration not stated)	9%	?	-1%	1%	0.2%	-4%	?	-11	7%	-5%	20%
5	COc1ccc2c(c1OC)C(=O)N1C2SC[C@H]1C(=O)NC1CC1 (some centres not stated)	2%	4%	-1%	3%	-0.9%	-4%	8%	1	1%	3%	3%
6	C[C@@H]1CN(S(=O)(=O)c2c(F)cccc2F)CCN1S(=O)(=O)c1ccc2c(c1)OCCO2	·	9%	2%	0%	-0.9%	0%	-2%	-11	-4%	-19%	6%
7	CCOC(=O)C(=O)Nc1nnc(COc2ccccc2)s1	-3%	-3%	1%	0%	-1.0%	-4%	-3%	-2	-1%	5%	5%
8	Cc1occc1-c1nnc(SCC(=O)c2ccc3c(c2)OCCO3)n1CC1CCCO1 (configuration not stated)	-3%	-4%	-15%	-2%	-0.1%	-1%	0%	-5	7%	27%	-22%
9	Cc1nc2c(-c3ccccc3)c[nH]n2c(=O)c1Cc1ccccc1	0%	-14%	-9%	-7%	-0.2%	-1%	?	34	3%	?	-13%
10	CN(C)c1c2ccccc2nc2c(F)c(F)c(F)c(F)c12	0%	-15%	3%	1%	-0.9%	-7%	1%	-16	-1%	?	6%
11	CCN(CC)C(=O)Cn1cc(C(=O)C(=O)NCCCN2CCOCC2)c2ccccc21	1%	9%	-2%	0%	0.5%	-5%	-10%	-7	3%	-2%	10%
12	O=C(Nc1ccc(-c2cn3c(n2)SCC3)cc1)c1ccco1	6%	-1%	-1%	-4%	-0.7%	-1%	?	-6	-4%	?	10%
13	Cc1ccc2nc(N(CCCN(C)C)C(=O)CCc3ccccc3)sc2c1	-16%	-18%	1%	0%	-0.1%	2%	0%	1	1%[46.1 µM]	13%	3%
14	CN(CC(=O)Nc1ccc(F)c(Cl)c1)S(=O)(=O)c1cccc2nsnc12	8%	3%	-1%	-2%	-0.6%	-3%	-3%	-8	-3%[46.1 µM]	-22%	-1%
15	COc1cc2nc(Cl)nc(NCCO)c2cc1OC	1%	8%	5%	2%	-0.3%	-2%	-21%	1	3%	15%	-30%
16	Cc1ccc(N2C(=O)CC(Sc3nc4ccccc4o3)C2=O)cc1Cl (configuration not stated)	-22%	-1%	3%	-1%	0.0%	-1%	0%	6	·	9%	0%
17	CCOC(=O)c1c(C)[nH]c(C(=O)COC(=O)CNC(=O)C2CCCCC2)c1C	1%	3%	-1%	-2%	-0.2%	-3%	-4%	-3	-3%	3%	23%
18	Cc1ccc2cc(CN(CCCN(C)C)C(=O)NCc3ccccc3)c(=O)[nH]c2c1C	1%	0%	-8%	1%	0.1%	-1%	-7%	1	1%	-5%	-3%
19	Cc1ccc(C(=O)CSc2nc3ccccc3o2)cc1	7%	6%	0%	0%	0.2%	0%	-19%	-5	·	?	19%
20	O=C(Nc1ccccc1)/C(=C/c1ccc(O)cc1)NC(=O)c1ccco1	0%	-7%	-2%	-6%	-0.4%	-5%	2%	-9	5%	0%	1%
21	CCn1c(CNC(=O)COc2ccc(C(C)C)cc2)nnc1SCC(=O)Nc1ccc(F)cc1	1%	-3%	5%	-9%	3.0%	2%	?	-5	-3%	?	?
22	CCOC(=O)N1CCN(S(=O)(=O)N2CCCC(C(=O)NCCCN3CCCCC3CC)C2)CC1 (configuration not stated)	-16%	9%	-1%	2%	-1.1%	-1%	0%	-3	1%	7%	-2%
23	CC(N=C(NC#N)Nc1ccncc1)C(C)(C)C (configuration not stated)	4%&1%	-1%&4%	1%	-2%	-2.0%	0%&0%	4%	16&-3	-14%&4%	-25%	3%&5%
24	CC1CCCCN1S(=O)(=O)c1ccc(C(=O)Nc2ccccc2-c2nc3ccccc3s2)cc1 (configuration not stated)	3%	4%	2%	0%	-0.7%	0%	3%	15	0%	7%	1%
25	COC(=O)c1ccc(/C=C/c2c(-c3ccsc3)sc3ccccc23)cc1	9%	-8%	-1%	2%	0.3%	0%	11%	18	-7%	-4%	9%
26	O=C(CSc1nccc(=O)[nH]1)NC1CCCCCCC1	·	1%	4%	0%	0.1%	0%	-1%	-1	-9%	11%	4%
27	CCC1(c2ccccc2)NC(=O)N(CC(=O)Nc2cccnc2Cl)C1=O (configuration not stated)	9%	3%	1%	6%	0.1%	-1%	-2%	22	7%	-6%	6%
28	Cc1ccccc1-n1c(=O)cc(NCc2ccc3c(c2)OCO3)[nH]c1=O	-5%	·	3%	-4%	0.1%	-7%	3%	11	·	4%	-15%
29	Cc1ccc(CNC(=O)c2cc3cc(Br)ccc3oc2=N)cc1	0%	7%	1%	-3%	-0.1%	2%	0%	-2	-2%	-2%	-1%
30	COc1ccc(CC(=O)OCC(=O)Nc2cccc(C(C)=O)c2)cc1OC	4%	2%	0%	15%	0.2%	-4%	-1%	3	2%	0%	23%
31	Cc1ccccc1CC1(CO)CCCN(C(=O)c2cccc(Cl)c2)C1 (configuration not stated)	6%	2%	6%	-7%	0.0%	-7%	21%	-11	2%	-1%	-11%
32	c1csc(-c2nc(-c3ccc(-c4ccon4)s3)no2)c1	-3%	-15%	0%	-2%	-1.0%	-3%	?	-9	3%	?	8%
33	Cc1c(C(=O)Nc2ccc(F)cc2)c2ccccn2c1CCc1ccncc1	-4%	3%	-1%	0%	0.1%	-5%	13%	53	0%[46.1 µM]	-25%	2%
34	COc1ccc(CCC(=O)OCC(=O)Nc2sccc2C(N)=O)cc1OC	·	-31%	-1%	-2%	-0.1%	0%	?	·	0%	?	-20%
35	COc1ccc(-n2c(=O)cc(N3CCN(Cc4ccccc4)CC3)[nH]c2=O)cc1	-2%	-1%	-1%	2%	0.4%	-3%	-2%	-2	11%[46.1 µM]	0%	-2%
36	CCOC(=O)/C(C#N)=C\c1c(C)cc(C)c(COC(C)=O)c1C	11%	1%	-1%	-3%	-0.2%	-3%	7%	-6	7%[46.1 µM]	2%	1%

Source: PubChem BioAssay (National Center for Advancing Translational Sciences (NCATS))
